# High-throughput results deposited in PubChem BioAssay by several laboratories.
# LMPTP inh: LMPTP phosphatase inhibitors, primary screen, biochemical, fluorescence intensity, uHTS; Low molecular weight phosphotyrosine protein phosphatase (Homo sapiens), P24666; recombinant LMPTP-A, OMFP fluorogenic substrate; inhibition, % at 20 µM; 360,000 tested, 0.22% active; AID 651560, 2012;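 active means compounds that cut the enzyme signal by at least half of the control window in the single-dose screen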;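 further: plate controls were DMSO wells with enzyme plus substrate for no effect and substrate without enzyme for full effect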
#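 Test system – LMPTP-A enzyme · Amount – LMPTP-A at 0.625 nM final in the reaction · Buffer or medium – Bis-Tris pH 6.0, DTT, detergent · Reagent – OMFP 400 µM · Doses – single 20 µM dose · Schedule – reaction 50 min, room temperature, dark · Detection – fluorescence intensity of OMFP turnover product · Evaluation – percent inhibition versus substrate-only and uninhibited controls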
# E coli Lon inh: inhibitors of E. coli Lon protease, primary screen, biochemical, fluorescence polarization | purified E. coli Lon protease | inhibition, % at 7.94 µM | 360,000 tested, 0.42% active; in the data active means inhibition above about 13%, passing the limit was not always enough;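 further: 0% = enzyme with probe and DMSO and 100% = no enzyme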
# SUMO1 PPI mod: modulators of SUMO1 protein-protein interactions, primary screen, biochemical, uHTS | SUMO1 binding to a labelled peptide, TR-FRET, 1 h | inhibition, % at 20 µM | 360,000 tested, 0.33% active; in the data active means inhibition above about 37%
# CendR NRP1 mod: modulators of CendR peptide binding to NRP-1, primary screen, biochemical, fluorescence polarization, uHTS; Neuropilin-1 (Homo sapiens), O14786; FAM-RPARPAR peptide binding to NRP-1; inhibition, % at 25 µM; 360,000 tested, 0.85% active; AID 602438, 2012;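 active means inhibition or corrected inhibition above about 18%, plus a signal ratio from 0.5 to 1.5, limit read from the data, passing the limit was not always enough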; further: strong numbers were not always called active
# MsrA act: bovine MsrA enzyme activators, primary screen, biochemical, absorbance, HTS; Methionine sulfoxide reductase A (Bos taurus); 360,000 tested, 0.3% active; activation, % at 10.6 µM; purified bovine MsrA, absorbance read-out; in the data active means activation above about 7.5%;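 further: 0% = vehicle and 100% = reference activator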
# STEP block: STEP phosphatase inhibitors, primary screen, biochemical, fluorescence intensity, uHTS | recombinant STEP, OMFP fluorogenic substrate | inhibition, % at 20 µM | 360,000 tested, 0.25% active | AID 588621, 2011;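 active means inhibition at 20 µM, scaled per plate between control wells, above about 37%, limit read from the data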;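 further: 0% = DMSO with enzyme and substrate and 100% = substrate only without enzyme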
#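 Also added – OMFP at 25 µM · Test system – STEP tyrosine phosphatase · Technique – FITC-channel fluorescence of OMFP product · Schedule – 20 min at room temperature, dark · Evaluation – control-normalized % inhibition with plate pattern correction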
# TbMetRS inhib: T. brucei MetRS inhibitors, primary screen, biochemical, luminescence; inhibition, % at 11.9 µM; purified T. brucei MetRS, ATP depletion, Kinase-Glo luminescence; 360,000 tested, 0.4% active; AID 624268, 2012;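 active means inhibition above a per-plate cutoff of the control wells' mean inhibition plus 3 SD, cut at about 5.5% in these data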;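 further: 0% = DMSO wells median and 100% = median of wells with control inhibitor compound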
#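 Material: parasite MetRS enzyme / Replication: singlicate, one well per compound / Signal: luminescence of leftover ATP / Schedule: 2 h aminoacylation at 25 °C after 15 min preincubation / Medium: HEPES-MgCl2-KCl buffer plus DTT, spermine, BSA, pyrophosphatase / Doses: 11.9 µM single point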
# DNMT1 inh: human DNMT1 methyltransferase inhibitors, primary screen, biochemical, molecular beacon, fluorescence, HinP1I cleavage, uHTS; DNA (cytosine-5)-methyltransferase 1 (Homo sapiens), P26358; inhibition (reported as % activation of signal), % at 10 µM; 360,000 tested, 0.83% active; in the data active means inhibition above about 50%
# Target sequence (P26358 504-1616 limits assumed): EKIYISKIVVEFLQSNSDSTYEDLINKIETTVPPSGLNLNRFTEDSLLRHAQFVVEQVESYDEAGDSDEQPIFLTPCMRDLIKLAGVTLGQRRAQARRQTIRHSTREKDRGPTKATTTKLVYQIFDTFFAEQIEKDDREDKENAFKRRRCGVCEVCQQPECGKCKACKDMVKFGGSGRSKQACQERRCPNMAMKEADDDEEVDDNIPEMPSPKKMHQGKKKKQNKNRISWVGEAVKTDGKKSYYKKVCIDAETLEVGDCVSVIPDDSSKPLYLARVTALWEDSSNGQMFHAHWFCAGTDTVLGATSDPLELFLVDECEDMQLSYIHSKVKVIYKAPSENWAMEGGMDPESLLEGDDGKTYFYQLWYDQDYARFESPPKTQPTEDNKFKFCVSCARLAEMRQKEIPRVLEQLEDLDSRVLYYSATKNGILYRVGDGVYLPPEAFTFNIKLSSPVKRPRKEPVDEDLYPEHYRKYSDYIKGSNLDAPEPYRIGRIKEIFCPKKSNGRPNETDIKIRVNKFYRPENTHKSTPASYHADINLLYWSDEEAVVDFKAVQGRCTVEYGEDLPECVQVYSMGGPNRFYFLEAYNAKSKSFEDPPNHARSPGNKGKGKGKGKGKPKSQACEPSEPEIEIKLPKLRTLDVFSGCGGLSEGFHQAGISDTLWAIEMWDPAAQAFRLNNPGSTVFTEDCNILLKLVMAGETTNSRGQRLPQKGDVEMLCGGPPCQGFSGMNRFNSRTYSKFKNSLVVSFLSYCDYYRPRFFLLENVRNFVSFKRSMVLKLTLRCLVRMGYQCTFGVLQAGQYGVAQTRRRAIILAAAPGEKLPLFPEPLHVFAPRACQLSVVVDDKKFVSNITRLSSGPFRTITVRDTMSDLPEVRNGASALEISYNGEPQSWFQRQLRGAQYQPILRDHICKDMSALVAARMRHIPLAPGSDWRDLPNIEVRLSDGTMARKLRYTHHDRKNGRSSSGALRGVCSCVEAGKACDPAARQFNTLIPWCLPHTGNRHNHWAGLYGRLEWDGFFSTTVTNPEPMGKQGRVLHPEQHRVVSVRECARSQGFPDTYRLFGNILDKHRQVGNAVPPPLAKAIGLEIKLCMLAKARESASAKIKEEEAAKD
# MsrA inhibitor: bovine MsrA enzyme inhibitors, primary screen, biochemical, absorbance, HTS; Methionine sulfoxide reductase A (Bos taurus); purified bovine MsrA, absorbance read-out; inhibition, % at 15.5 µM; 360,000 tested, 0.75% active; in the data active means inhibition above about 4.5%;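 further: 0% = vehicle wells with enzyme and 100% = reference inhibitor wells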
# Scp1 inh: Scp-1 phosphatase inhibitors, primary screen, biochemical, colorimetric, uHTS | Carboxy-terminal domain RNA polymerase II polypeptide A small phosphatase 1 (Homo … | Recombinant Scp1, phosphopeptide, malachite green phosphate absorbance | inhibition, % at 20 µM | 340,000 tested, 0.88% active;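 active means inhibition above about 50% at 20 µM, limit read from the data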;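 further: plate controls were DMSO wells with enzyme for no effect and wells lacking enzyme for full effect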
#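 Test system: SCP-1 phosphatase catalytic domain, residues 76-261 | Compound dosing: One concentration, 20 µM, with 1.0% DMSO | Schedule: 45 min room-temperature reaction, 5 min colour, 30 min stabiliser | Detection: Absorbance at 630 nm | Read-out basis: % inhibition of SCP-1 phosphate liberation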
# The depositor's hits bear a star; . = not tested or not shown.
SMILES,LMPTP inh,E coli Lon inh,SUMO1 PPI mod,CendR NRP1 mod,MsrA act,STEP block,TbMetRS inhib,DNMT1 inh,MsrA inhibitor,Scp1 inh
CC(=O)CCc1c(C)c2cccc(C)c2[nH]c1=O,-0.3,1,-6,12,-7,2,-0.3,0,0.5,-13
COc1ccccc1/C=C/C(=O)/C=C/c1ccccc1O,1.8,-11,-4,2,-2,-1,-0.4,-2,0.8,-3
O=C(NCc1ccco1)c1ccc(Br)c(S(=O)(=O)N2CCCCC2)c1,-2.1,4,5,6,-9,3,-0.8,-3,1.2,1
NC(=O)C1(N2CCCCC2)CCN(C(=S)NCCc2ccccc2)CC1,-0.9,6,-4,-4,-3,-2,-0.1,-1,-1.1,-11
CC(=O)CSc1ncnc2c1oc1ccccc12,-1.5,6,1,-8,-2,4,-0.5,-4,0.3,12
CN(c1cccc(NC(=O)c2ccc(Cl)c(S(=O)(=O)N3CCOCC3)c2)c1)S(C)(=O)=O,1.0,1,0,23,-4,0,-0.3,0,-1.2,-2
COc1ccc(N(CCC(=O)Nc2ccccc2F)S(=O)(=O)c2ccc(C)cc2C)cc1,3.1,-1,26,-8,0,0,-0.1,2,0.2,-15
O=C(CC[C@H]1O[C@@H](n2cnc3c(NC(=O)c4ccccc4)ncnc32)[C@H](O)[C@@H]1O)NCc1ccccn1,-1.5,-4,-2,-7,0,-1,0.2,0,-0.7,.
CCN(CC)C(=O)c1sc(NC(=S)N2CCN(C(=O)C3CCCO3)CC2)c(C(=O)OC)c1C (stereo not drawn),-1.5,-7,4,12,-6,-2,0.0,0,2.2,-7
CCc1cccc(NC(=O)CC2Oc3ccccc3NC2=O)c1 (stereo not drawn),-0.7,-1,-1,3,-3,2,0.8,2,-0.1,-7

# Ordered by formula weight (falling): part of the list above
SMILES,LMPTP inh,E coli Lon inh,SUMO1 PPI mod,CendR NRP1 mod,MsrA act,STEP block,TbMetRS inhib,DNMT1 inh,MsrA inhibitor,Scp1 inh
O=C(CC[C@H]1O[C@@H](n2cnc3c(NC(=O)c4ccccc4)ncnc32)[C@H](O)[C@@H]1O)NCc1ccccn1,-1.5,-4,-2,-7,0,-1,0.2,0,-0.7,.
CCN(CC)C(=O)c1sc(NC(=S)N2CCN(C(=O)C3CCCO3)CC2)c(C(=O)OC)c1C (stereo not drawn),-1.5,-7,4,12,-6,-2,0.0,0,2.2,-7
O=C(NCc1ccco1)c1ccc(Br)c(S(=O)(=O)N2CCCCC2)c1,-2.1,4,5,6,-9,3,-0.8,-3,1.2,1
NC(=O)C1(N2CCCCC2)CCN(C(=S)NCCc2ccccc2)CC1,-0.9,6,-4,-4,-3,-2,-0.1,-1,-1.1,-11

# Back to the main list with the three entries that preceded the break.
SMILES,LMPTP inh,E coli Lon inh,SUMO1 PPI mod,CendR NRP1 mod,MsrA act,STEP block,TbMetRS inhib,DNMT1 inh,MsrA inhibitor,Scp1 inh
O=C(CC[C@H]1O[C@@H](n2cnc3c(NC(=O)c4ccccc4)ncnc32)[C@H](O)[C@@H]1O)NCc1ccccn1,-1.5,-4,-2,-7,0,-1,0.2,0,-0.7,.
CCN(CC)C(=O)c1sc(NC(=S)N2CCN(C(=O)C3CCCO3)CC2)c(C(=O)OC)c1C (stereo not drawn),-1.5,-7,4,12,-6,-2,0.0,0,2.2,-7
CCc1cccc(NC(=O)CC2Oc3ccccc3NC2=O)c1 (stereo not drawn),-0.7,-1,-1,3,-3,2,0.8,2,-0.1,-7
O=C(COc1ccc(S(=O)(=O)N2CCCC2)cc1)N1CCCC1,-0.9,1,3,-8,-1,2,-0.7,2,0.4,-3
CCC1(C)OC(=O)NN(c2ccc(C)cc2)C1(C)O (stereo not drawn),-2.3,-9,-1,3,-1,-3,-0.3,-3,0.3,1
CCCc1nnc(NC(=O)Cn2c(=O)oc3cc(Br)ccc32)s1,0.9,9,-2,-10,0,4,-0.2,-2,0.6,47
Cc1ccc(S(=O)(=O)Nc2ccc(Cl)cn2)cc1,-1.4,5,4,4,-3,-2,-0.8,4,-0.1,-6
Nc1cccc(/C=C/c2ccncc2)c1,0.5,-19,-20,-2,-2,-2,-0.1,-3,1.2,-8
NC(=O)CSc1nnc(COc2ccccc2)n1N,-1.7,3,0,-8,-3,1,0.7,5,-1.1,1
O=S(=O)(c1cccs1)N1CN(Cc2cccs2)c2nc3ccccc3nc21,1.9,18*,-2,-32,0,4,0.0,-10,0.7,-3
CCOC(=O)C(NC(=O)Nc1ccc(Cl)cn1)(Oc1ccccc1)C(F)(F)F (stereo not drawn),-1.2,4,1,6,5,-4,-0.4,-2,0.2,-13
CC(=O)NC1(C(Cl)(Cl)Cl)Oc2ccccc2O1,-0.5,9,-2,1,1,-2,0.6,0,0.2,-12
CCN(CC)c1nc2nonc2nc1N(CC)CC,-2.3,-3,3,-1,-2,-5,0.2,-2,2.2,-4
CCOC(=O)C1CCN(C(=O)C2CCN(S(=O)(=O)N3CCCC3)CC2)CC1,-0.3,-7,1,-1,-12,2,-1.8,3,-0.6,-1
O=C(CNC(=O)c1cccc([N+](=O)[O-])c1)OCCCC(=O)c1ccc(F)cc1,-0.2,4,-22,-14,-1,1,-0.1,0,1.1,-8
Cc1ccc(C)c(S(=O)(=O)N2CCCC2CNC(=O)C(=O)NCc2ccco2)c1 (stereo not drawn),0.8,-4,1,-1,-3,-3,-0.5,0,-0.9,-1
C=C(C)c1cccc(C(C)(C)NC(=O)N2CCN(c3ccc(OC)cc3)CC2)c1,-1.2,-5,-4,-15,-5,0,-0.7,-6,-0.1,0
COc1cc(/C=C(\C(=O)O)c2ccc(S(=O)(=O)N3CCCC3)s2)cc(OC)c1,1.6,-4,1,-1,-1,1,0.0,12,2.5,41
O=C(COC(=O)/C=C/c1ccco1)Nc1ccc(F)cc1Cl,1.3,-9,-7,4,-3,6,-0.1,24,1.2,50*
COn1c(C)c(C(C)=O)c2c3nonc3ccc21,-0.9,-2,-13,1,-7,5,-1.1,-6,2.8,-6
COc1ccc(C)cc1N(CC(=O)N/N=C/c1ccc2c(c1)OCO2)S(C)(=O)=O,-1.3,-1,-7,-1,-4,3,-0.2,3,2.8,-6
COCCCN1C(=O)CC(C(=O)OC)=C1C,-0.4,8,-1,0,-4,1,-0.6,1,-1.5,-4
COc1cccc(CN2c3ccc(Br)cc3C(=O)CS2(=O)=O)c1,3.1,-2,8,-6,-3,-1,-0.4,-32,0.1,-11
COc1ccc2sc(N(CCCN(C)C)C(=O)c3ccc(S(=O)(=O)N4CCCc5ccccc54)cc3)nc2c1,-0.3,-5,-60,-26,-1,2,-0.6,2,-0.2,5
O=[N+]([O-])c1ccccc1CCc1cnc(Cl)s1,-0.2,4,-10,-31,-1,1,0.1,-3,-0.3,-8
Cc1cccc(OCCn2cnc(Cl)c2Cl)c1,1.2,-6,-2,8,-6,-2,-0.3,0,-1.5,-4
O=c1[nH]c(=S)[nH]c2nc(-c3cccs3)cc(C(F)(F)F)c12,-1.6,13,-10,-4,4,0,-0.3,2,3.1,-9
O=C1C2C3c4ccccc4C(c4ccccc43)C2C(=O)N1c1cccnc1 (stereo not drawn),-2.5,-13,1,-4,-5,-5,-0.5,3,0.7,-1
CC1CCN(C(=O)CCCC(=O)O)CC1,-1.8,-6,2,5,-4,0,0.3,18,0.7,-7
COc1cc(CNC(=O)CCn2nc(C)c3c(C)n(-c4ccccc4)nc3c2=O)cc(OC)c1OC,-1.0,-10,-5,2,-2,-4,-0.5,-2,-0.4,-6
Cn1nc(-c2ccccc2)c(C#N)c1Sc1cccc(Cl)c1,3.5,-3,-4,-18,-2,3,-0.9,1,0.3,-15
CS(=O)(=O)c1ccc(C(=O)OCC(=O)NCc2cccs2)cc1[N+](=O)[O-],0.2,6,-13,23,2,22,0.0,71*,0.8,-3
O=[N+]([O-])c1ccc(-c2ccc(/C=N/Nc3nc(NCc4ccccc4)nc(N4CCOCC4)n3)o2)cc1,1.8,-82,-12,-130,-8,2,-0.7,-8,1.9,-4
Cc1ccc2c(N)c(C#N)sc2n1,-0.8,-17,-13,4,-3,1,-0.3,12,-0.1,0
O=C(Nc1ccc(N2CCOCC2)cc1)C1CCCN(S(=O)(=O)c2ccccc2)C1 (stereo not drawn),-2.2,4,-2,0,-9,3,-1.2,-3,0.7,41
O=C(O)/C=C/C(=O)Nc1ccccc1C(=O)Nc1ccccc1,0.2,1,-10,8,-7,-2,-1.0,0,1.9,-4
Cc1cc(C(=O)CN2C(=O)NC(CC(C)C)C2=O)c(C)n1-c1ccccc1F (stereo not drawn),-0.3,-6,-6,3,-4,0,-0.3,0,-0.5,-4
CC(OC(=O)c1ccco1)C(=O)NC1CCCCC1 (stereo not drawn),-2.0,-3,-2,8,-2,-2,0.4,0,-0.6,4
COc1nc(N=C(N)N)nc2c(C)cccc12,1.5,-8,-4,1,-1,-4,0.6,7,0.5,0
O=C(NC1CCCCCC1)C1CCN(S(=O)(=O)c2cnc[nH]2)CC1,0.3,6,3,8,-4,-3,-0.7,-2,-0.6,-6
COc1ccc(C(=O)N2CCOC2CNC(=O)C(=O)NCc2ccc(F)cc2)cc1 (stereo not drawn),0.8,3,20,-6,-1,2,-0.2,-1,-0.9,-4
